# TRb SRC2 PPI – disrupts binding of human TR beta to SRC2 | P10828 | TRbeta-SRC2 peptide binding, fluorescence polarization; receptor liganded with 1 µM T3 | Potency, µM (highest dose often 106 µM), inactives show at the highest dose activity change, negative = inhibition, most hits filed as inhibitors | 280,000 tested, 0.065% active | AID 1469;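 further: plate controls were bound peptide for no effect and peptide without receptor for full effect; nearly all actives have a fitted effect of over 50% in size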
#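 Fluorescence polarization of 20 nM Texas Red SRC2 peptide (20-aa NR interaction domain) bound to 0.6 uM human TRb ligand-binding domain, with 1 uM T3, after 5 hr at ambient temperature; inhibition seen as decreased polarization.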
# L3MBTL1 inh – L3MBTL1 (human) inhibition. Q9Y468. AlphaScreen L3MBTL1–H3K9me1 peptide binding. Potency, µM (titrated, usually from 57.1 µM), inactives show top-dose activity, negative = inhibition, hits mostly inhibitors. 230,000 tested, 0.66% active; further: on the % scale 0 is the no-effect control and ±100 the full control effect; nearly all actives have a fitted effect of over 60% in size
# Target sequence (Q9Y468 whole entry, looked up): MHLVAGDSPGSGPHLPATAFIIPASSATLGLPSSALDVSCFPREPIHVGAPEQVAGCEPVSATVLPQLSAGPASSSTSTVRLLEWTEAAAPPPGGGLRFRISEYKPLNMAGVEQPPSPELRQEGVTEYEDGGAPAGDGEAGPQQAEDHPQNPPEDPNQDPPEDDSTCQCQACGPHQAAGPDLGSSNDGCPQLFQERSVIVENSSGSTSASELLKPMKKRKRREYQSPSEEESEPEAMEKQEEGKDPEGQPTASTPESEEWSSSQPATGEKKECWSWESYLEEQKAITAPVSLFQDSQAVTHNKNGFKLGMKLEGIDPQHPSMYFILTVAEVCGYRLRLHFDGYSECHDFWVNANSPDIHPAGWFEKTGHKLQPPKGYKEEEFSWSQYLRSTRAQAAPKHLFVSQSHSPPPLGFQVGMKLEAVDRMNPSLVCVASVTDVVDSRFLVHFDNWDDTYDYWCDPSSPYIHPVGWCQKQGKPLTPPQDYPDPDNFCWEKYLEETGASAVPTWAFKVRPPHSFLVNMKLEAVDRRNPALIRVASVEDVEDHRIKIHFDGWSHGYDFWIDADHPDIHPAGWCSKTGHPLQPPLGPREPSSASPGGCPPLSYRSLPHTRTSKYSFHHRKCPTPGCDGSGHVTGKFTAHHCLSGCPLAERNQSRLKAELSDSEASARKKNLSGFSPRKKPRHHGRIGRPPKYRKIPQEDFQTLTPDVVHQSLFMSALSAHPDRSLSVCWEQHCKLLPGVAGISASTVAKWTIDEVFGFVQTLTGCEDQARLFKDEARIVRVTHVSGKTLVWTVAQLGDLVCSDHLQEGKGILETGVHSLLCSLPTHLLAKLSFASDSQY
#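 AlphaScreen proximity signal between nickel-chelate acceptor and streptavidin donor beads (final 10 ug/mL) reports binding of 50 nM L3MBTL1 to 75 nM biotin-H3 K9me1 peptide; complex incubated with compounds 30 min at room temperature; cefsulodin titration as control.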
# Tau fluor counter – counter-screen for tau fibril formation inhibitors; tau K18 P301L Alexa594 fluorescence, heparin fibrillization; Potency, µM (series often up to 57.7 µM), without a hit: top-dose activity change, negative = decrease; 280,000 tested, 0.93% active; AID 1463; further: on the % scale 0 is the no-effect control and ±100 the full control effect; nearly all actives have a fitted effect of over 55% in size
#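 Human tau K18 P301L (15 uM unlabeled, 0.24 uM Alexa 594-labeled) in 100 mM sodium acetate pH 7 with 20 uM heparin, 6 hr at 37 C. ThT 30 uM added, 1 hr ambient; Alexa 594 FP and total fluorescence read at 555/632 nm.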
# Tau FP inhib – inhibitors of human tau fibril formation. 280,000 tested, 0.39% active. P10636. AID 1468. Potency, µM (doses to about 57.7 µM), for the others: at the top dose activity, negative = inhibition, hits mostly inhibitors. K18 P301L tau heparin fibrillization, Alexa594 FP, 6 h; further: on the % scale 0 is the no-effect control and ±100 the full control effect; nearly all actives have a fitted effect of over 55% in size
# Target sequence (P10636 561-689 P618L limits assumed): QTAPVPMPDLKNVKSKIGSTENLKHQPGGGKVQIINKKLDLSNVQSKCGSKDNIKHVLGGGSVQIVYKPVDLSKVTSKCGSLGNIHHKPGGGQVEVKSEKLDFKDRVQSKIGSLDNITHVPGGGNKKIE
#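 K18 P301L tau (15 uM unlabeled/0.24 uM Alexa 594-labeled, final) + compound + heparin 20 uM final; 100 mM NaOAc pH 7; 6 hr 37 C; ThT 30 uM final added, 1 hr RT; FP ex 555/em 632 nm.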
# RECQ1 inh – inhibitors of human RECQ1 DNA helicase | RECQ1 DNA unwinding, red fluorescence kinetic read | Potency, µM (titrated, usually from 57.3 µM), without a hit: at the highest dose activity, negative = inhibition, actives largely listed as inhibitors | 240,000 tested, 0.54% active | P46063;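 further: plate controls were vehicle for no effect and no enzyme for full effect; nearly all actives have a fitted effect of over 30% in size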
#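 50 nM RECQ1T1 preincubated 15 min with compound in Tris pH 8.0 buffer with MgCl2, DTT, Tween-20 and 2.5 ug/ml poly(dI-dC); started with 200 nM TAMRA/BHQ-2 forked duplex and 2 mM ATP. Unwinding read as fluorescence (525/598 nm), two reads 2 h apart.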
# TR SRC2 fluor cs – alters Texas Red total fluorescence, flagging assay interference | TRb/SRC2 Texas Red total fluorescence interference | Potency, µM (titrated, usually from 106 µM), without a hit: at the top dose fluorescence change, negative = quenching | 280,000 tested, 0.29% active | AID 1479; active means well fitted curve in either direction with a large enough effect; inconclusive means small, poorly fitted or top-dose-only effect; further: on the % scale 0 is the no-effect control and ±100 the full control effect
#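 Human TRb ligand-binding domain at 0.6 uM with 20 nM Texas Red SRC2 peptide in Tris buffer containing 1 uM T3 and 5% DMSO, incubated with compound 5 h at ambient temperature. Total fluorescence (555/632 nm) calculated as parallel + 2 × perpendicular.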
# HTT ATP protect – Huntington cell model cytoprotection by ATP luminescence | PC12 HTT-Q103 induced, cytoprotection, ATP luminescence, 40 h | Potency, µM (highest dose often 56.4 µM), for inactives: cytoprotection (ATP increase), usual class: activators | 230,000 tested, 0.14% active | AID 1471;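 further: % of control where 0% means no effect; nearly all actives have a fitted effect of over 45% in size; toxic huntingtin expression switched on by the ecdysone agonist tebufenozide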
#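 PC12 cells with ecdysone-inducible HTT exon 1 Q103-GFP, induced with 100 nM tebufenozide and co-treated with library compounds in a dose series (1536-well, 1500 cells/well). Cytoprotection read as ATP content by ATPlite luminescence.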
# Tau fibril ThT – inhibitors of human tau fibril formation, thioflavin T binding. P10636. recombinant tau K18 P301L (four-repeat tau fragment), heparin-induced fibrillization, ThT fluorescence. 270,000 tested, 2.1% active. Potency, µM (highest dose often 57.4 µM), inactives show at the top dose activity, negative = inhibition, most hits filed as inhibitors. AID 1460; further: on the % scale 0 is the no-effect control and ±100 the full control effect; nearly all actives have a fitted effect of over 55% in size
#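 Aggregation was driven by heparin (20 uM final) acting on recombinant tau […] bearing P301L in 100 mM sodium acetate pH 7; fibrils were detected with Thioflavin T.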
# * = called active by the depositor; i = inactive; u = inconclusive; x = no result given; & = joins results of further samples; [ ] = another dose, or the depositor's remark. Unless noted, the call rests on the fitted dose curve; in most records, active means well fitted curve in the direction sought with a large enough effect; inconclusive means small, poorly fitted or top-dose-only effect, or another doubt; inactive means no such curve, though single readings can be large; an effect the other way counts as inactive or inconclusive. Potency means the concentration at half of the fitted maximal effect. An excerpt; the hit share may differ from the screen's.
SMILES,TRb SRC2 PPI,L3MBTL1 inh,Tau fluor counter,Tau FP inhib,RECQ1 inh,TR SRC2 fluor cs,HTT ATP protect,Tau fibril ThT
CCOC(=O)C1CCCN(c2nc(C)nc3c2oc2ccccc23)C1 (configuration not stated),5%,3%,-20%,-6%,-4%,0%,-11%[0.074 µM],u
C=CC[n+]1c(-c2ccc(C)cc2)csc1Nc1ccc(NC(C)=O)cc1,1%,0%,u,9%,-9%,-5%,-34%[inhibitor],-17%
CCOC(=O)C(C(C)=O)c1c(Br)c(O)c(O)c2c(C(=O)c3ccc(C)cc3)coc12 (configuration not stated),4%,-23%,-12%,5%,u,1%,-74%[inhibitor][0.074 µM],u
O=C1SC(c2ccccc2)=N/C1=C/c1ccco1,-1%,-6%,-22%,-3%,-11%,0%,-15%,u
O=C(N/N=C/c1cccc(Oc2ccccc2)c1)c1ccccc1Br,5%,-2%,u,-16%,-17%,7%,-43%[inhibitor],-7%
COc1cccc(-n2nnc3c(sc4nc(C)cc(C)c43)c2=O)c1,0%,x,0%,-9%,x,-3%,x,-4%
COc1cc(/C=N/n2cnnc2)ccc1OCCOc1ccccc1,6%,1%,-10%,8%,4%,3%,-21%,-23%
CCN(CC)c1ccc(C2NC(=O)NC(C)=C2C(=O)Nc2ccccc2)cc1 (configuration not stated),-13%,-2%,-10%,6%,-6%,-2%,9%[10 µM],-8%
CN1CCN(c2nc3c(c(=O)[nH]c(=O)n3C)n2Cc2cccc3ccccc23)CC1,0%,-3%,4%,1%,-3%,0%,-6%,-3%
CC1CN(c2nc(-c3ccc(Br)cc3)nnc2-c2ccccc2)CC(C)N1 (configuration not stated),4%,-4%,-12%,-4%,-2%,0%,-56%[inhibitor],-17%
CCCCN=c1scc(-c2ccc3c(c2)NC(=O)CO3)n1N=C1CCCC1,-2%,x,u,17%,-11%,-4%,15%,u
CCOc1ccc(Cn2nnc(C(=O)Nc3cc(OC)cc(OC)c3)c2N)cc1,2%,x,-24%,-16%,-13%,-1%,-16%,-6%
O=C(NCCc1cccs1)c1ccc(Cl)cc1,-1%,x,-10%,4%,-12%,0%,-33%[10 µM],x
CCOc1cc(C(=S)N2CCN(C)CC2)ccc1OCC(=O)N1CCOCC1,-1%,3%,-2%,-5%,i,-2%,-3%[0.074 µM],-5%
CCC1C(=O)N=C(SCC(=O)Nc2nc3ccccc3s2)NC1=O (configuration not stated),-5%,x,-11%,u,i,1%,15%,-15%
O=C(/C=C1\NCC2c3ccccc3CCN2C1=O)c1ccccc1 (configuration not stated),-2%,12%,-18%,-3%,i,-2%,-82%[inhibitor],-15%
CC(C)(C)OC(=O)N1CCC(c2c(C(=O)NCCN3CCOCC3)cnn2-c2ccc(F)cc2)CC1,-3%,x,-6%,-9%,x,u,x,-4%
COc1ccc(F)cc1S(=O)(=O)N1CCCC(C)C1 (configuration not stated),-1%,x,-8%,-2%,i,-2%,5%,-11%
Nc1ccc(CNc2ncn[nH]2)cc1,9%,x,0%,2%,11%,-1%,-8%[10 µM],-8%
CCCc1nc2oc3c(NCC(C)O)ncnc3c2c2c1CCCC2 (configuration not stated),0%,16%,-3%,4%,-8%,-3%,-5%[10 µM],4%

# Some of the entries so far, bar-delimited.
Structure | TRb SRC2 PPI | L3MBTL1 inh | Tau fluor counter | Tau FP inhib | RECQ1 inh | TR SRC2 fluor cs | HTT ATP protect | Tau fibril ThT
COc1cc(/C=N/n2cnnc2)ccc1OCCOc1ccccc1 | 6% | 1% | -10% | 8% | 4% | 3% | -21% | -23%
CCCCN=c1scc(-c2ccc3c(c2)NC(=O)CO3)n1N=C1CCCC1 | -2% | x | u | 17% | -11% | -4% | 15% | u
CCOC(=O)C(C(C)=O)c1c(Br)c(O)c(O)c2c(C(=O)c3ccc(C)cc3)coc12 (configuration not stated) | 4% | -23% | -12% | 5% | u | 1% | -74%[inhibitor][0.074 µM] | u

# Going on with the list.
SMILES,TRb SRC2 PPI,L3MBTL1 inh,Tau fluor counter,Tau FP inhib,RECQ1 inh,TR SRC2 fluor cs,HTT ATP protect,Tau fibril ThT
Cc1cccn2c(=O)c3cc(C(=O)O)n(C)c3nc12,8%,12%,-7%,12%,i,-2%,23%[10 µM],u
CCN(CC)C(=O)N1CCn2c(nc3ccccc32)C1,-3%,10%,-1%,-3%,-3%,-4%,8%[10 µM],-3%
c1ccc(NCc2cccnc2)cc1,-4%,x,-13%,-2%,-3%,-3%,-8%,-13%
COc1ccc(NC(=O)Cn2c(SCc3cccc(Cl)c3)nc3ccncc32)c(OC)c1OC,12%,x,14µM*[quencher],-6%,x,-2%,x,u
CCN(c1ccc(OCC(=O)OCC(=O)Nc2ccc(F)c(F)c2F)cc1)S(=O)(=O)c1ccccc1,1%,8%,-14%,-10%,-9%,-4%,-29%[10 µM],3%
CCCn1c2ccccc2c2cnn(CC(=O)N3CCCC(C)C3)c(=O)c21 (configuration not stated),-2%,x,-6%,0%,x,3%,x,-7%
CCN(CC)c1cc(C)c2cc(NC(=O)c3ccc(F)cc3Cl)ccc2n1,2%,x,u,8%,x,-2%,x,u
CS(=O)(=O)c1ccc(C(=O)NCc2ccc(F)cc2)cc1,-1%,x,-2%,6%,-5%,-6%,-29%,-1%
CC(C)(C)c1nn2cnnc2n(/N=C/c2cccc3ccccc23)c1=O,0%,0%,-3%,3%,-9%,5%,9%[10 µM],-3%
O=C(Nc1ccc(N2CCCC2)cc1)c1cccc(-c2cc3ccccc3oc2=O)c1,2%,-24%,u,4%,0%,2%,18%[10 µM],u
COC(=O)[C@H](Cc1ccccc1)NC(=O)O[C@@H]1C(=O)c2ccc(OC)cc2O[C@H]1c1cccc(C(F)(F)F)c1,4%,x,-11%,-3%,-1%,-3%,-15%,-3%
COc1ccc(/C(C)=N/NC(=O)c2cc(-c3cccnc3)nc3ccccc23)cc1,5%,-2%,3%,8%,-8%,5%,-6%[10 µM],-5%
COc1ccc(-c2[nH]c(-c3ccccc3)nc2SCC(=O)NC2CCCC2)cc1,1%&5%,-8%,25µM*[quencher],u,-8%,-4%&-2%,x,u
CN1CCN(c2ccc(C(=O)c3ccc(F)cc3)cc2)CC1,-3%,-4%,-3%,6%,-7%,-2%,-13%[10 µM],1%
CC1SCC(=O)N(CC(=O)NC2CCCCC2)C1=O (configuration not stated),-4%,2%,-1%,6%,-1%,-1%,-20%,-4%
CC(C)Oc1ccc(CNC(=O)c2ccc3c(c2)nc2n3CCCCC2)cc1,-1%,x,2%,2%,x,-1%,x,-4%
CCOC(=O)Cc1csc(NC(=O)Cc2ccc(C)cc2)n1,-8%,25%,-1%,10%,0%,-1%,-52%[inhibitor],0%
Cc1c(Br)c([N+](=O)[O-])nn1CCCC(=O)Nc1sc2c(c1C#N)CCC2,-2%,-9%,u,2%,0%,2%,10%[10 µM],u
CC1(C)CC(c2nc(-c3ccccc3)cs2)CCS1 (configuration not stated),4%,66%[activator],-14%,1%,-2%,-7%,17%[1.9 µM],-13%
CC(c1nccs1)N(C)C(=O)CCc1nnc(-c2ccc(-c3ccccc3)cc2)o1 (configuration not stated),-4%,-5%,1%,5%,-7%,-2%,-49%,u
Cc1ccc(NC(=O)CN(C)S(=O)(=O)c2ccc3c(c2)CCC(=O)N3)c(C)c1,-6%,x,-12%,u,x,0%,x,-6%
COc1ccc(CCC(=O)Nc2ccc(Cl)c(S(=O)(=O)N3CCCC3)c2)cc1,3%,8%,u,u,-28%,-2%,34%[10 µM],1%
Cc1ccc(Cl)cc1NC(=O)COC(=O)c1ccc(COc2ccc3c(C)cc(=O)oc3c2)cc1,4%,0%,-5%,-1%,-5%,0%,x,u
Cc1ccc(NC2=CC(=O)CCC2)cc1C,-2%,x,-10%,6%,-9%,3%,-5%,-7%
Cc1c(NC(=O)C(C)n2cc([N+](=O)[O-])cn2)c(=O)n(-c2ccccc2)n1C (configuration not stated),-3%,-14%,-2%,-13%,-14%,-11%,-7%[10 µM],2%
Cc1cc(C)n(Cc2cccc(F)c2)c(=O)c1C#N,-8%,-7%,-7%,4%,-1%,-1%,-32%,-11%
CCN1CCc2c(sc(NC(=O)Nc3ccc(Cl)c(Cl)c3)c2C(N)=O)C1,1%,22%,u,11%,1%,-5%,x,u
CC(=O)N/C(=C/c1ccc(OS(=O)(=O)c2ccc(C)cc2)cc1)C(=O)Nc1ccc(C(=O)O)cc1,4%,7%,-17%,-9%,-3%,0%,0%[10 µM],-9%
Cc1cc(C(=O)N/N=C/c2ccc(Cl)c([N+](=O)[O-])c2)c(C)n1-c1ccc(F)cc1,5%,-2%,u,2%,-2%,-5%,-13%[10 µM],u
C/C(=N/NC(=O)C1COc2ccccc2O1)c1ccc(Br)s1 (configuration not stated),-5%,x,u,-1%,-5%,-4%,20%[10 µM],x
COc1ccc(OC)c(C2NC(=O)NC(C)=C2C(=O)Nc2ccc(F)cc2)c1 (configuration not stated),6%,x,-5%,-6%,x,-2%,x,-2%
CCCn1c(=O)c2sccc2n2c(CCCC(=O)N3CCN(c4ccc(OC)cc4)CC3)nnc12,7%,x,-17%,6%,x,-3%,x,-17%
CN1CCN(CCCNC(=O)c2cn(C)c3ccc(S(=O)(=O)N(C)C)cc3c2=O)CC1,0%,1%,-1%,-3%,-7%,1%,-5%,-3%
COc1ccc(/C=C/C(=O)O)cc1COc1ccccc1C,4%,9%,-9%,2%,u,1%,x,-10%
O=C(Cc1cccs1)Nc1cccc(-c2nc3ccccc3o2)c1,-31%[53 µM],9%,-23%,-10%,i,3%[53 µM],-5%,1%

# Record cards (already shown). Order of screens: TRb SRC2 PPI, L3MBTL1 inh, Tau fluor counter, Tau FP inhib, RECQ1 inh, TR SRC2 fluor cs, HTT ATP protect, Tau fibril ThT
# O=C(Cc1cccs1)Nc1cccc(-c2nc3ccccc3o2)c1 reads -31%[53 µM], 9%, -23%, -10%, i, 3%[53 µM], -5%, 1%
# Cc1ccc(Cl)cc1NC(=O)COC(=O)c1ccc(COc2ccc3c(C)cc(=O)oc3c2)cc1 reads 4%, 0%, -5%, -1%, -5%, 0%, x, u
